TEAD-YAP inh = TEAD-YAP interaction inhibition, primary screen, TEAD-YAP interaction inhibitor project, luminescence, HEK-TIYL cells; TEAD-Gal4/YAP UAS-luciferase luminescence; inhibition, % at 9.12 µM; hit rate 1.4% among 640,000; in the data active = inhibition above about 32%;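 note: 0% = median of test compound wells and 100% = reference inhibitor wells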
MITF inh = MITF inhibitors, primary screen, biochemical, AlphaScreen, human. AlphaScreen MITF homodimerization, bead proximity signal. inhibition, % at 2.6 µM. hit rate 0.91% among 650,000; in the data active = inhibition above about 50%;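 note: 0% = vehicle wells with protein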
Target sequence (O75030 whole entry, looked up): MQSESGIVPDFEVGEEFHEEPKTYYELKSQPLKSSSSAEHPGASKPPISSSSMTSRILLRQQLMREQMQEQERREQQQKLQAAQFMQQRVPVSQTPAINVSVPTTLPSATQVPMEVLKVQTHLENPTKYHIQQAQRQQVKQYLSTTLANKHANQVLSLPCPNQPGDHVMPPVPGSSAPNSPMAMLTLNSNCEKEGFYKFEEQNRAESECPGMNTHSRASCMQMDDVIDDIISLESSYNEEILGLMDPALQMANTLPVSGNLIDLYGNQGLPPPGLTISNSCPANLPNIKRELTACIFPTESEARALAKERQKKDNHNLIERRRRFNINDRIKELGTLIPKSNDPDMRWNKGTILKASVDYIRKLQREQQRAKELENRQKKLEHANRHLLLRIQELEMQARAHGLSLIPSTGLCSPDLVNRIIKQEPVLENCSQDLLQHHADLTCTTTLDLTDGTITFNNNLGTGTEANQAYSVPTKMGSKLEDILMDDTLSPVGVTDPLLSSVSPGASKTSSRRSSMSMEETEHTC
GPR151 activ = activators of human GPR151, primary screen, cell-based, PathHunter beta-arrestin, luminescence. PathHunter beta-arrestin GPR151 cells. activation, % at 11.2 µM. hit rate 1% among 650,000. AID 1508602, 2020; in the data active = activation above about 4.9%;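 note: 0% = median of compound wells and 100% = cells with positive control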
Target sequence (Q8TDV0 whole entry, looked up): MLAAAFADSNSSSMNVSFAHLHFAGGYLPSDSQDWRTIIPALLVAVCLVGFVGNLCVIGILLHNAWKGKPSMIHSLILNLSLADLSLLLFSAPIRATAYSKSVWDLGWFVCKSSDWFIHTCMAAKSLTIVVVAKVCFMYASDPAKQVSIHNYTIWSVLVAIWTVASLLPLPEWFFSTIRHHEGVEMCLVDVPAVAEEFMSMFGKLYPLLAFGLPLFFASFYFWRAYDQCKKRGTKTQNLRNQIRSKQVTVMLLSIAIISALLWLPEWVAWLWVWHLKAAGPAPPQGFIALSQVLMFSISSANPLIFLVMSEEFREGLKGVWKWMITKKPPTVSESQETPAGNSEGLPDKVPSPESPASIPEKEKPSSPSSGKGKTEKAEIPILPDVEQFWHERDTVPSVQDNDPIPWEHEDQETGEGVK
FBW7 act = FBW7 E3 ligase activators, primary screen, biochemical, AlphaScreen, human. F-box/WD repeat-containing protein 7 (Homo sapiens), Q969H0. AlphaScreen FBW7–phospho-cyclin E peptide binding, activator screen. hit rate 0.13% among 650,000. AID 1259310, 2017. normalized activity (activation), % at 26.1 µM; in the data active = normalized activity above about 1.9%;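 note: purified mutant Fbw7 with reduced substrate affinity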
Active calls of the source: *; nt = no result given; & = joins results of further samples. An unsorted share of the library; about 3.5% have a hit in one of these screens.

SMILES	TEAD-YAP inh	MITF inh	GPR151 activ	FBW7 act
COCc1c(C(=O)OCc2nc(N)nc(Nc3ccccc3C)n2)oc2ccccc12	-15.8	-0.3	1.6	-0.1
CNC(=O)c1ccc(-c2ccc3c(c2)OCO3)nc1NCC1CC1	3.5	7.4	-0.1	0.1
Cc1ccc(S(=O)(=O)N2CCc3ccc(NC(=O)Cc4cccc(C)c4)cc3C2)cc1	-7.2	-15.3	-1.5	0.0
COC(CN(C)C(=O)c1cn2cc(C)sc2n1)OC	-27.1	19.9	-1.6	0.7
Nc1c(C(=O)Nc2cccc(Cl)c2)sc2nc3c(c(-c4ccco4)c12)CCCC3	3.9	9.7	-1.0	0.0
CCOC(=O)C1=C(c2ccccc2)N=c2s/c(=C\c3ccc(N(C)C)c(Br)c3)c(=O)n2C1c1cccc(OC)c1OC (configuration not stated)	1.3	-10.9	0.0	0.0
CC1(C)C2([N+](=O)[O-])CN3CC1([N+](=O)[O-])CN(C2)C3c1ccc(O)cc1 (configuration not stated)	3.0	4.8	0.8	-0.1
O=c1[nH]c(O)c(C=Nc2ccc(F)c(F)c2)c(=O)[nH]1	0.4	-4.8	13.1*	-0.6
COc1ccc(C2c3c(-c4ccccc4O)n[nH]c3C(=O)N2CCCO)cc1OC (configuration not stated)	2.7	-10.7	-0.8	-0.1
CC(C)NC(=O)Cn1ncc2c3ccccc3n(C)c2c1=O	-6.1	-10.2	0.4	0.0
CCOc1ccccc1OCCOc1ccccc1	1.9	6.1	0.6	0.6
O=C(CSc1ccc2nnc(-c3ccccn3)n2n1)Nc1cccc([N+](=O)[O-])c1	-8.0	7.9	2.3	-0.6
COc1ccc(C(=O)N=c2sc3cc4c(cc3n2C)OCO4)cc1OC	-4.6	0.8	0.4	-0.1
COc1cc(/C=N/NC(=O)CNc2ccccc2C)cc([N+](=O)[O-])c1O	6.0	-0.1	0.9	0.0
CC1CCc2c(sc3c2c2nnnn2c2nnnn32)C1 (configuration not stated)	0.3	9.1	-0.9	0.0
CCOc1ccc(S(=O)(=O)Nc2ccncc2)c2ccccc12	-2.7	-20.8	-0.5	-0.1
CCc1ccc(NC(=O)c2sc3nc(C)nc(N(C)c4ccc(C(C)C)cc4)c3c2C)cc1	-7.8	-6.1	0.1	0.0
CN[C@@H]1[C@@H](O[C@H]2O[C@H](CO)[C@@H](N)[C@H](O)[C@H]2O)O[C@H]2C[C@@H](N)[C@H](O[C@H]3[C@H](O)[C@@H](O)[C@H](N)C[C@@H]3N)O[C@@H]2[C@@H]1O	-2.6&-8.7	-4.6&14.9&0.8	4.9&-1.0&1.3	-0.1&0.1&-0.2
Cc1ccccc1-c1nc(CSCC(=O)NC2CC2)c(C)o1	-13.2	-1.6	0.2	-0.1
O=C(CN1CCN(Cc2c(F)cccc2F)CC1)Nc1ccc(F)cc1	5.9	5.6	-0.5	0.1
O=C1CSC2(C(=O)Nc3ccccc32)N1c1cc(Cl)cc(Cl)c1 (configuration not stated)	3.5	2.1	1.0	-0.3
O=C(Nc1ccc(Cl)c([N+](=O)[O-])c1)c1cc2ccccc2o1	-44.6	3.1	1.4	0.1
CC1CCCC(C)N1C(=O)CN1C(=O)NC(C)(c2ccccc2Cl)C1=O (configuration not stated)	5.3	10.2	-0.6	-0.1
COC(=O)c1c(C)oc2ccc(NS(=O)(=O)c3ccc(Cl)cc3)cc12	15.8	-4.9	0.4	0.1
O=C(CS(=O)CC(=O)Nc1ccc(Cl)cc1)NCc1cccs1 (configuration not stated)	-3.8	0.2	-0.1	-0.1
SMILES	TEAD-YAP inh	MITF inh	GPR151 activ	FBW7 act
COc1cc(NS(=O)(=O)c2ccc(NC(=O)COc3ccc(C)cc3Br)cc2)nc(OC)n1	-3.8	11.1	-2.6	0.3
O=C1/C(=C(\O)c2ccccc2)NS(=O)(=O)c2ccccc21	5.7	10.1	2.8	0.1
CN(C)C=Nc1ccc2nc3c(=O)n(Cc4ccccc4)c(=O)[nH]c3nc2c1	1.2	5.8	0.7	0.1
COc1cc(/C=C2\SC(=O)N(CCN)C2=O)ccc1OC(F)F	8.4	0.3	1.4	0.1
COc1ccc(C(=O)Nc2cccc(NC(=O)c3ccc(Cl)cc3)c2)cc1[N+](=O)[O-]	-2.4	2.3	0.0	0.1
COc1ccc(S(=O)(=O)N(CC(=O)N2CCOCC2)Cc2ccccc2)cc1Cl	3.6	7.8	-0.1	-0.1
O=S(=O)(Nc1ccc(S(=O)(=O)Nc2ccc(Cl)cc2)cc1)c1ccccc1	8.9	-1.7	0.0	-0.1
CCCCNC(=S)N1CCc2cc(OC)c(OC)cc2C1COc1ccc(OC)cc1 (configuration not stated)	-8.0	6.5	-0.9	0.0
O=C(NNC(=O)C12CC3CC(CC(C3)C1)C2)c1cccs1	-6.6	4.2	-0.8	0.0
COc1cc(-c2cnc3ccc(NCCN(C)C)nn23)cc(OC)c1OC	6.4	7.2	-0.7	0.2
O=C(c1ccc2c(c1)OCO2)N1CCC2(CC1)OCc1cc(-c3ccco3)ccc1O2	1.7	10.7	0.7	0.6
Cc1ccc2nc(NC(=O)c3cc(Br)ccc3Cl)sc2c1	-11.9	-2.4	1.1	0.3
CCC12CC3CC(C1)CC(CC(=O)O)(C3)C2	-5.0	-4.8	-0.1	0.1
FC(F)(F)c1cccc(-c2cnc3ccc(NCCc4cccnc4)nn23)c1	36.7*	20.7	0.7	0.6
CC(=O)n1cc(/C=c2/sc3nc4c(C)c(C)ccc4n3c2=O)c(-c2ccccc2)n1	7.9	3.9	-0.5	-0.1
O=C1C(=O)N(CCc2ccccc2)c2ccc(Br)cc21	26.8	17.4	0.6	-0.1
CCOC(=O)C1=C(N)Oc2cc(C)n(CC)c(=O)c2C1c1ccc(OC)cc1 (configuration not stated)	5.1	1.3	3.1	-0.1
CCOC(=O)c1[nH]c(C)c(C(=O)NC2CCCCC2C)c1C (configuration not stated)	3.0	-2.4	3.9	0.1
CCCC(=O)Nc1ccc(Cc2ccc(NC(=O)CCC)cc2)cc1	-9.2	-5.0	0.3	0.0
CC(=O)c1ccc(OC(=O)CN2CC(=O)Oc3ccccc32)cc1	-2.2	38.2	1.1	0.3
O=C(NC1CCCc2ccccc21)C1CCCN(c2nnc(N3CCCC3=O)s2)C1 (configuration not stated)	-3.5	-1.5	3.7	-0.1
Cc1ccccc1-n1ncc2c(=O)n(CC(=O)Nc3ccccc3F)cnc21	2.7	-4.5	1.1	-0.2
O=C1CCCc2c1nc(-c1cccc([N+](=O)[O-])c1)n2O	3.3	14.8	2.5	0.1
COC(=O)C1=CN(C23CC4CC(CC(C4)C2)C3)C=C(C(=O)OC)C1c1cc(OC)c(OC)c(OC)c1	1.8	6.6	-0.8	0.2
Cc1ccccc1N(CC(=O)N1CCCCC1)S(=O)(=O)c1ccc(Cl)cc1	12.2	17.6	0.2	0.0

11 compounds out of the list, arranged by molecular weight, low to high:
SMILES	TEAD-YAP inh	MITF inh	GPR151 activ	FBW7 act
O=C(NNC(=O)C12CC3CC(CC(C3)C1)C2)c1cccs1	-6.6	4.2	-0.8	0.0
COc1cc(-c2cnc3ccc(NCCN(C)C)nn23)cc(OC)c1OC	6.4	7.2	-0.7	0.2
CCOC(=O)C1=C(N)Oc2cc(C)n(CC)c(=O)c2C1c1ccc(OC)cc1 (configuration not stated)	5.1	1.3	3.1	-0.1
Cc1ccccc1N(CC(=O)N1CCCCC1)S(=O)(=O)c1ccc(Cl)cc1	12.2	17.6	0.2	0.0
O=C(c1ccc2c(c1)OCO2)N1CCC2(CC1)OCc1cc(-c3ccco3)ccc1O2	1.7	10.7	0.7	0.6
O=S(=O)(Nc1ccc(S(=O)(=O)Nc2ccc(Cl)cc2)cc1)c1ccccc1	8.9	-1.7	0.0	-0.1
O=C(NC1CCCc2ccccc21)C1CCCN(c2nnc(N3CCCC3=O)s2)C1 (configuration not stated)	-3.5	-1.5	3.7	-0.1
COc1ccc(S(=O)(=O)N(CC(=O)N2CCOCC2)Cc2ccccc2)cc1Cl	3.6	7.8	-0.1	-0.1
CCCCNC(=S)N1CCc2cc(OC)c(OC)cc2C1COc1ccc(OC)cc1 (configuration not stated)	-8.0	6.5	-0.9	0.0
COC(=O)C1=CN(C23CC4CC(CC(C4)C2)C3)C=C(C(=O)OC)C1c1cc(OC)c(OC)c(OC)c1	1.8	6.6	-0.8	0.2
COc1cc(NS(=O)(=O)c2ccc(NC(=O)COc3ccc(C)cc3Br)cc2)nc(OC)n1	-3.8	11.1	-2.6	0.3

Continuation.
SMILES	TEAD-YAP inh	MITF inh	GPR151 activ	FBW7 act
COc1ccccc1N(C(=O)Nc1cccc([N+](=O)[O-])c1)C(C)C1CC1 (configuration not stated)	3.8	-1.9	-1.3	-0.1
Fc1ccc(CN(C(=S)Nc2ccc(Oc3ccccc3)cc2)C2CCCCC2)cc1	4.5	4.6	-1.1	-0.1
CS(=O)(=O)N(CC(=O)NCC1CCCO1)c1ccc(I)cc1 (configuration not stated)	-7.4	-1.4	0.1	-0.1
CSCc1ccc(C(=O)N2CCN(c3ccccc3F)CC2)o1	-17.2	-5.8	-0.4	0.1
COC(=O)C1=C(NC(=O)c2ccc3c(c2)OCO3)CCS1	8.1	3.8	0.3	0.0
CN(C1=C(Cl)C(=O)N(c2cccc(Cl)c2)C1=O)c1ccccc1	32.7*	19.2	0.9	0.0
COc1ccc(/C=C2\N=C(c3cc([N+](=O)[O-])ccc3Cl)OC2=O)cc1Br	-2.2	18.9	-0.1	0.1
Cc1sc(NC(=O)c2cc3ccccc3oc2=O)nc1-c1cccs1	0.1	-0.8	-1.0	0.1
CC(CNC(=O)C1CCN(c2nc3ccccc3n2C)CC1)c1ccccc1 (configuration not stated)	8.1	-10.1	0.4	-0.2
O=C(CSc1nnc(-c2ccncc2)n1Cc1ccccc1)N1CCCC1	-2.1	-0.1	-0.8	-0.1
CCOC(=O)c1c(NC(=O)c2cc3nc(-c4ccc(OC)c(OC)c4)cc(C(F)(F)F)n3n2)sc(C(C)=O)c1C	1.8	-3.0	0.4	0.1
CC(=O)Nc1cccc(Oc2ccc3c(c2)C(=O)N(c2ccc(C(=O)Oc4ccc(C)c(C)c4)cc2)C3=O)c1	6.6	9.6	4.6	0.2
N#Cc1ccccc1NC(=O)c1ccccc1C(=O)O	-6.9	-1.3	-1.2	-0.1
CCOC(=O)C1=C(C)N=c2s/c(=C\c3cc(C)n(-c4ccc(F)cc4)c3C)c(=O)n2C1c1ccccc1OC(C)C (configuration not stated)	13.1	7.7	1.4	-0.1
CS(=O)(=O)c1ccc(N2CCN(Cc3ncc[nH]3)CC2)c(F)c1	-1.8	17.2	1.8	0.2
COc1ccc(C2N(Cc3ccccc3)CCN2Cc2ccccc2)cc1O	-21.8	7.3	1.7	-0.1
CCCCC1=CC2=CC(=O)C(C)(OC(=O)CCC(=O)OC)C(=O)C2=CO1 (configuration not stated)	nt	2.5	4.9	0.0
C(=C\c1ccccc1)/C=N/Nc1nn[nH]n1	-2.6	-3.7	0.0	-0.2
Cc1cccc(-n2nc3c4nonc4ccc3[n+]2[O-])c1C	-9.4	-6.4	2.8	-0.2
CS(=O)(=O)N1CC(C(=O)NN)Oc2ccc(Cl)cc21 (configuration not stated)	8.0	2.2	-0.1	0.0
COC(=O)c1cnc(NCCCN2CCC(C)CC2)c2ccccc12	-14.3	-9.3	-0.8	-0.1
CCC(C)NC(=O)c1cc(=O)[nH]c2ccc(S(=O)(=O)N3CCOCC3)cc12 (configuration not stated)	4.6	-7.1	-0.6	0.0
Cc1ccc(C(=O)NN2C(C)CCCC2C)o1 (configuration not stated)	5.7	-8.6	-1.4	-0.1
COc1ccc(S(=O)(=O)N(CC(=O)NC(C)C)c2cc(C)cc(C)c2)cc1OC	6.5	8.3	0.4	0.5
CCCOc1ccc(OCCSc2nc3ncnc(N)c3[nH]2)cc1	0.4	5.7	0.4	0.1
SMILES	TEAD-YAP inh	MITF inh	GPR151 activ	FBW7 act
Nc1cccc(-c2nc3ncnc(NCc4nc5ccccc5[nH]4)c3[nH]2)c1	-3.7	4.3	0.3	0.0
COc1ccc2c(CNCc3ccc(OC(C)C)cc3)c(C(=O)O)[nH]c2c1	1.3	-5.1	0.5	0.1
COc1ccc(C)cc1NC(=O)c1nnn(Cc2ccc(Br)cc2F)c1N	-0.8	3.8	1.5	0.2
COC(=O)c1ccc2c(c1)S(=O)(=O)N=C(Nc1cccc(Cl)c1)S2	6.1	1.9	2.3	0.1
O=C(NNC(=O)C(F)(F)F)c1cccc(I)c1	12.2	8.1	1.7	0.1
C/C(N)=C(/C#N)C(=O)COC(=O)CNC(=O)c1ccc(Cl)cc1Cl	-8.3	20.4	-2.7	0.9
COc1ccc2c(CNCCc3ccccc3)c(C(=O)O)[nH]c2c1	-2.9	1.4	-1.0	-0.1
Cc1ccc(CN2CCCCC2CO)c(C)c1 (configuration not stated)	-9.6	-4.7	0.7	-0.1
COc1ccc(Br)c(C(=O)Nc2cc(C(=O)Nc3ccc(Cl)cc3)ccc2N2CC3CC(C2)c2cccc(=O)n2C3)c1 (configuration not stated)	10.7	0.9	-0.1	-0.2
O=C(NCC1Cc2cc(Cl)cc(-c3ncccn3)c2O1)c1cccs1 (configuration not stated)	-4.8	2.7	-0.1	0.0
O=C(Nc1cccc([N+](=O)[O-])c1)C1C2CC3OC(=O)C1C3C2 (configuration not stated)	8.6	-1.9	-0.3	0.0
CC(C)(C)NC(=O)CN(Cc1cccs1)C(=O)C(=O)Nc1ccc2c(c1)OCCO2	9.9	-6.9	0.1	-0.1
Cn1nc(-c2ccccc2F)c2cc(C(=O)NCCCN3CCCC3=O)sc21	15.4	4.5	-0.2	0.6
O=C(NCCCN1CCOCC1)c1nc2nc(-c3cccs3)cc(C(F)(F)F)n2n1	2.1	0.2	1.2	-0.1

Compound activity (PubChem)
